ARFGAP1 inh – inhibitors of rat ARFGAP1. inhibition, % at 16.5 µM. 360,000 tested, 0.26% active. Q62848. Arfgap1-stimulated ARF1 GTP hydrolysis, GDP FP detection;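 active means inhibition above a per-plate limit, mean inhibition of low control wells plus 3 SD, cut at about 25% in these data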;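 further: 0% = DMSO wells with enzyme and 100% = wells lacking Arfgap1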
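material = rat Arfgap1 catalytic domain, aa 1-136 | also added = human ARF1(Δ1-17)-GTP substrate | compound dosing = one concentration, 16.5 µM, DMSO 1.26% | times = GTP hydrolysis reaction 2 h at 25 °C | measured by = FP, GDP Alexa 633 tracer displaced from anti-GDP antibody, 620/688 nm | evaluation = percent inhibition of Arfgap1-stimulated GTP hydrolysis | replication = single well per compound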
ASAP1 GAP inh – blocks human ASAP1-stimulated Arf1 GTP hydrolysis. GDP FP detection. 360,000 tested, 0.19% active. Q9ULH1. inhibition, % at 16.5 µM. AID 624377; in the data active means inhibition above about 25%;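 further: 0% = vehicle with enzyme and substrate and 100% = no enzyme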
Target sequence (Q9ULH1 325-724 limits assumed): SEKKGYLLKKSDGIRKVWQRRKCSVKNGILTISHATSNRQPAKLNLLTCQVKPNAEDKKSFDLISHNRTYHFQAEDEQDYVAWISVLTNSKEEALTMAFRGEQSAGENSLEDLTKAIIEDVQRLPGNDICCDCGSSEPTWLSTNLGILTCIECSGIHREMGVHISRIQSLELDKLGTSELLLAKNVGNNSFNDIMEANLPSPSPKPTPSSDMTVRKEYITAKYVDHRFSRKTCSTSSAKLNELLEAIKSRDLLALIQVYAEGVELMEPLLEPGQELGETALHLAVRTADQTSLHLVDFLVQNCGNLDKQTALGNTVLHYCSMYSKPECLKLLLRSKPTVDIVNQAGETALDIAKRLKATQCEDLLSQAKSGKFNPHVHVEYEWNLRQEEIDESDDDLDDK
DDE Tn6 FP inh – inhibitors of Tn6 peptide binding to human fibrin DD(E); Fibrin DD(E) TRITC-Tn6 fluorescence polarization displacement; inhibition, % at 8.3 µM; 370,000 tested, 0.21% active; AID 720509;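 active means inhibition above a per-campaign cutoff: mean of compounds within control limits plus 3 SD, cut at about 15% in these data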;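 further: 0% = median of all compound wells on the plate and 100% = blocking peptide control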
Tn7 DDE FP – disrupts Tn7 cyclic peptide binding to fibrin D-Dimer-E complex; P02675; FP displacement of FITC-Tn7 peptide from fibrin DD(E); 0% = median of compound wells per plate; inhibition, % at 8.3 µM; 370,000 tested, 0.13% active; AID 720508;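 active means inhibition above the mean of compounds falling within the control limits plus 3 SD of them, cut at about 14% in these data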;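 further: 0% = plate median of compound wells and 100% = 10 µM Aha-Tn7 peptide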
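system = human fibrin DD(E) protein | quantity = DD(E) 2 µM final | medium = Tris/NaCl/CaCl2 buffer, pH 7.8 | also added = labelled Tn7 tracer, 0.1 µM | compound dosing = single point at 8.3 µM | timing = compound with protein 10 min, then 3 h after probe, room temperature | signal = FP measurement | benchmarks = Aha-Tn7 high control | repeats = one replicate per compound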
KLK7 zymogen act – activates the human kallikrein-7 zymogen | P49862 | purified proKLK7, EDANS-DABCYL substrate fluorescence; 100% is mature enzyme control, 0% vehicle | activation, % at 7 µM | 370,000 tested, 0.9% active;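 active means activation above the mean of all tested compounds plus 3 SD, computed per campaign excluding outliers beyond control limits, cut at about 13% in these data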
TDP2 absorb – TDP2 (human) inhibition, absorbance primary screen. inhibition, % at 12.8 µM. O95551. 370,000 tested, 0.34% active. recombinant TDP2, T5PNP hydrolysis, p-nitrophenol absorbance 415 nm;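 active means inhibition above the mean of all tested compounds plus 3 SD, set per campaign, cut at about 25% in these data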;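 further: 0% = DMSO with enzyme and 100% = buffer with substrate but no TDP2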
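Test system: human TDP2 enzyme; Input: 120 nM TDP2 per well; Buffer or medium: Mg2+-containing Tris-HCl buffer, pH 7.5; Reagent: 5 mM T5PNP; Dosing: 12.8 µM single point, 1% DMSO; Incubation: reaction 2 h, 37 °C; Detection: p-Nitrophenol epi absorbance; Read-out: % inhibition relative to enzyme-containing and enzyme-free wells; Replicates: single well per compound.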
LEDGF integ inh – blocks HIV-1 LEDGF/p75-dependent DNA integration | TR-FRET IN-LEDGF/p75 DNA integration, Eu/Cy5 | inhibition, % at 3.7 µM | 370,000 tested, 0.64% active | AID 743269;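 active means inhibition above the screen-wide mean plus 3 SD, cut at about 13% in these data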;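 further: signal is the Cy5 over europium emission ratio at 671 and 618 nm; 0% = plate median of compound wells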
ADAM17 inh – inhibits human ADAM17; recombinant ADAM17, EDANS/DABCYL FRET peptide cleavage; 370,000 tested, 0.83% active; inhibition, % at 6.95 µM;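 active means inhibition above the mean of compounds lying between control limits plus 3 SD, set per campaign, cut at about 8.5% in these data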;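 further: 0% = DMSO-only wells as the low control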
Target sequence (P78536 215-824 limits assumed): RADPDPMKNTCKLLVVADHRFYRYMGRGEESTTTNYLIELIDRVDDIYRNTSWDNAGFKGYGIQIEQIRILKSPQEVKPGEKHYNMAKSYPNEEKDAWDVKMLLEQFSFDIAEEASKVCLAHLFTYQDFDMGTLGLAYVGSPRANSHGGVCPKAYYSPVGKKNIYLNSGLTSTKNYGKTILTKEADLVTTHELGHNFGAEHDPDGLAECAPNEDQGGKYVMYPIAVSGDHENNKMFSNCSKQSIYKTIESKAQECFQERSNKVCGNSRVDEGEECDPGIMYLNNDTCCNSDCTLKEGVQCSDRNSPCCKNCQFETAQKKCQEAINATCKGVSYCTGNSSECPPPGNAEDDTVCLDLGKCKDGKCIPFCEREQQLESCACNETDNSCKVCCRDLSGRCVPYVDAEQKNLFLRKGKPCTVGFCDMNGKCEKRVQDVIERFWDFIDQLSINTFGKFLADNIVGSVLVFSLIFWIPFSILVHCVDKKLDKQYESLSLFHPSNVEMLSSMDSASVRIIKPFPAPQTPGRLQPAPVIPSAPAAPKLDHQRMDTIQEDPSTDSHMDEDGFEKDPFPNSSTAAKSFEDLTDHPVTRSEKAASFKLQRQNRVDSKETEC
ADAM10 inh – ADAM10 inhibition, QFRET primary screen | O14672 | AID 720582 | inhibition, % at 7 µM | 370,000 tested, 0.62% active | recombinant ADAM10, EDANS/DABCYL FRET peptide cleavage, 3 h;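 active means inhibition above a per-campaign cutoff equal to the mean of compounds falling between control-based bounds plus 3 SD, cut at about 20% in these data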;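 further: 0% = DMSO wells while the 100% control is not disclosed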
PLCg1 inh – PLC-gamma1 (human) inhibition, primary screen | P19174 | purified PLC-gamma1, fluorogenic substrate, fluorescence | inhibition, % at 12.2 µM | 370,000 tested, 0.84% active | AID 720700; in the data active means inhibition above about 9.5%
The depositor's hits bear a star; i = inactive.

[1] CCCCn1c(N)c(N(CCOC)C(=O)CSc2ccc([N+](=O)[O-])cc2)c(=O)[nH]c1=O
[2] CC(NC(=O)c1ccccc1C(=O)O)c1ccc(-n2ccnc2)cc1 (stereo unspecified)
[3] Cc1ccc(N(CCCCN2C(=O)c3ccccc3C2=O)C(=O)c2ccc(Cl)s2)cc1
[4] COc1ccc(C2CC(c3ccccc3)=NN2C(=O)COC(=O)c2cccc(O)c2)cc1 (stereo unspecified)
[5] COc1ccc(CNC(=O)C(C)OC(=O)c2cccn2C)cc1 (stereo unspecified)
[6] CC(C)(C)CC(=O)Nc1nnc(C(F)(F)F)s1
[7] CC(Cc1cccs1)NC(=O)Nc1ccc(F)cc1 (stereo unspecified)
[8] O=C(CN1C(=O)NC2(CCCCC2)C1=O)N1CCc2ccccc2C1

Assay by compound	1	2	3	4	5	6	7	8
ARFGAP1 inh	5	-1	16	3	8	5	-8	0
ASAP1 GAP inh	1	19	-8	8	-3	-6	15	-3
DDE Tn6 FP inh	-5	-8	4	1	-2	13	3	6
Tn7 DDE FP	5	-5	-2	3	-7	-4	-2	-2
KLK7 zymogen act	0.2	-0.1	-0.2	-0.2	-0.5	-0.3	0.7	0.1
TDP2 absorb	-2	-13	-3	-5	-1	-4	5	4
LEDGF integ inh	-7	1	1	-3	1	5	0	0
ADAM17 inh	-7	-1	-2	-3	-2	2	-4	1
ADAM10 inh	-15	2	0	-4	-3	1	-9	2
PLCg1 inh	-4	0	1	4	2	3	2	3

[9] CCn1c2ccccc2c2nnc(SCc3ccccc3)nc21
[10] O=C(Cn1cnc2c(oc3ccccc32)c1=O)N1CCCC1
[11] O=C1CCCC(O)=C1C1C2=C(CCCC2=O)OC2=C1C(=O)CCC2
[12] C=CCNc1ccc2c(c1)OC[C@@H](CC(C)C)NS2(=O)=O
[13] O=C(O)C1CC=CCC1C(=O)NCc1ccc(Cl)c(Cl)c1 (stereo unspecified)
[14] N#Cc1ccccc1OCC(=O)Nc1ccc2c(c1)OCO2
[15] COc1ccc(F)cc1S(=O)(=O)N1CCc2ccccc2C1
[16] CCN(CC(=O)Nc1ccc(C(=O)OC)cc1)C1CCCCC1

Assay by compound	9	10	11	12	13	14	15	16
ARFGAP1 inh	1	17	1	-16	-5	-3	-2	-2
ASAP1 GAP inh	-3	3	-7	-8	-3	-13	6	0
DDE Tn6 FP inh	-3	2	2	0	-1	7	-3	7
Tn7 DDE FP	-8	0	9	1	3	-3	0	-3
KLK7 zymogen act	-1.6	0.3	0.0	0.8	0.1	0.2	-0.3	-0.2
TDP2 absorb	-7	7	6	6	4	-3	5	13
LEDGF integ inh	0	-4	-1	-4	2	2	3	-2
ADAM17 inh	1	-7	-5	-5	2	3	-1	0
ADAM10 inh	-3	-14	-6	-11	3	-3	-6	0
PLCg1 inh	-5	-2	-2	0	3	5	5	1

The closing 2 entries of the part before are carried over, then new ones follow:
[15] COc1ccc(F)cc1S(=O)(=O)N1CCc2ccccc2C1
[16] CCN(CC(=O)Nc1ccc(C(=O)OC)cc1)C1CCCCC1
[17] O=C1CC(c2cccc(Br)c2)c2cc3c(cc2N1)CCC3 (stereo unspecified)
[18] COc1ccc(-c2nc(C(N)=O)c3[nH]c(=O)n(-c4ccccc4OC)c3n2)c(OC)c1
[19] COc1ccccc1CNC(=O)COC(=O)c1cc(S(=O)(=O)N2CCOCC2)ccc1Cl
[20] CC1=NN(C(=O)c2ccoc2C)C(O)(C(F)(F)F)C1 (stereo unspecified)
[21] O=C(COc1ccc(S(=O)(=O)N2CCCC2)cc1Cl)NCc1cccnc1
[22] CC(C)COc1ccc(C(=O)Nc2cc(S(=O)(=O)N3CCOCC3)ccc2N2CCCC2)cc1
[23] CC(=O)NCCOc1cccc2ccccc12
[24] O=C(CSc1nc2ccc(S(=O)(=O)N3CCOCC3)cc2[nH]1)N1CCOCC1

Assay by compound	15	16	17	18	19	20	21	22	23	24
ARFGAP1 inh	-2	-2	2	-11	6	-3	9	-10	2	12
ASAP1 GAP inh	6	0	-4	-10	-18	0	-9	2	11	1
DDE Tn6 FP inh	-3	7	3	-2	0	-2	10	-10	-5	2
Tn7 DDE FP	0	-3	1	4	8	-3	10	4	2	2
KLK7 zymogen act	-0.3	-0.2	0.2	-3.4	0.2	0.3	0.6	-0.4	-0.1	-0.5
TDP2 absorb	5	13	-5	-7	11	6	-5	0	3	-3
LEDGF integ inh	3	-2	11	-2	-3	-2	1	-4	4	0
ADAM17 inh	-1	0	4	-6	-1	-6	-2	-3	-4	0
ADAM10 inh	-6	0	19	-22	3	-1	-1	-5	-9	9
PLCg1 inh	5	1	1	-29	-1	0	2	1	7	3

[25] O=C(c1ccc(NS(=O)(=O)c2ccccc2)cc1)N1CCCC1
[26] COc1ccc(CN2CCNC(=O)C2CC(=O)NC2CCCCC2)c(OC)c1 (stereo unspecified)
[27] Cc1ccccc1C(=O)Nc1c(C(=O)N2CCCC2)cnn1-c1ccccc1
[28] N/C(=N\O)c1ccc(NC(=O)c2cccs2)cc1
[29] CC(=O)Nc1ccc(Sc2ncccc2C(=O)Nc2ccc(F)cc2)cn1
[30] O=C(COc1cccc2cccnc12)N/N=C/c1ccccc1O
[31] COc1ccc(CCc2nnc(CCC(=O)NCCc3ncccc3C)o2)cc1
[32] CN(C(=O)COC(=O)c1ccccc1NCc1ccco1)c1c(N)n(Cc2ccccc2)c(=O)[nH]c1=O

Assay by compound	25	26	27	28	29	30	31	32
ARFGAP1 inh	-8	-15	15	4	-4	-8	13	9
ASAP1 GAP inh	-2	-3	0	8	-9	4	9	1
DDE Tn6 FP inh	0	2	5	-4	-1	0	-3	2
Tn7 DDE FP	1	-5	12	5	-4	0	-2	-4
KLK7 zymogen act	0.0	-0.2	-0.5	0.5	-0.4	-16	0.4	-4.0
TDP2 absorb	6	5	0	-1	3	-12	-1	2
LEDGF integ inh	-1	1	0	-3	-4	-13	1	3
ADAM17 inh	-5	-2	-4	-4	-1	-12	-1	-457
ADAM10 inh	5	-11	5	0	-1	-17	-1	i
PLCg1 inh	0	-4	0	5	1	-10	0	i

[33] CN1C(=O)c2cccc3c(S(=O)(=O)Nc4ccc(O)c(C(=O)O)c4)ccc1c23
[34] CC(CC(c1ccccc1)N1CCc2ccccc2C1)=NO (stereo unspecified)
[35] COc1ccc(NC(=O)Nc2ccc3c(c2)C(=O)N([C@H](C)CO)C[C@@H](C)[C@@H](CN(C)C(=O)C2CCCCC2)OCCCC[C@H](C)O3)cc1
[36] Cc1ccc(S(=O)(=O)N2CCCCC2)cc1NC(=O)COc1ccccc1
[37] Cc1ccc(S(=O)(=O)N(C)C)cc1NC(=S)NC(C)CCCC(C)C (stereo unspecified)
[38] Cc1ccc(-c2nnc(SCC(=O)Nc3nccs3)n2N)cc1
[39] COCCNC(=O)CN(C(=O)CCC(=O)Nc1ccccn1)c1ccc(C)c(C)c1
[40] Cc1ccc2[nH]c3c(=O)n(CC(=O)NCCCN(C)Cc4ccccc4)ncc3c2c1

Assay by compound	33	34	35	36	37	38	39	40
ARFGAP1 inh	-7	0	-10	-4	-4	-1	5	3
ASAP1 GAP inh	-8	6	1	0	8	3	-10	-6
DDE Tn6 FP inh	-4	7	9	-4	-5	0	-1	0
Tn7 DDE FP	3	3	-2	2	3	4	1	-5
KLK7 zymogen act	1.8	0.1	1.1	0.2	0.1	0.4	0.0	-0.3
TDP2 absorb	2	1	5	-3	-4	-5	3	4
LEDGF integ inh	0	0	-1	2	1	2	-1	1
ADAM17 inh	-1	-1	6	1	0	-3	4	-15
ADAM10 inh	2	0	7	-4	4	-8	1	-42
PLCg1 inh	-7	-1	2	3	-2	-2	-3	-2

[41] Cc1c(/C=N/Nc2ccc(F)cc2)c(O)n(C)c(=O)c1C#N
[42] O=C(COC(=O)CC1CCCC1)Nc1ccc(Cl)cc1
[43] CCCCCCn1c(COc2ccccc2F)nnc1SCC(=O)NC1CCS(=O)(=O)C1 (stereo unspecified)
[44] O=C(Nc1cccc(-c2nnc(-c3ccco3)o2)c1)c1ccccc1
[45] O=C(N/N=C/c1ccc(-c2ccc(Br)cc2)o1)c1ccc2c(c1)OCO2
[46] O=C(Nc1ccc(N2CCCCCC2)cc1)c1cccc(S(=O)(=O)N2CCOCC2)c1
[47] Nn1c(COc2cccc(Br)c2)nnc1SCC(=O)NCC1CCCO1 (stereo unspecified)
[48] Cc1cc(C)c2[nH]c3nc(SCC(=O)O)nnc3c2c1

Assay by compound	41	42	43	44	45	46	47	48
ARFGAP1 inh	0	-1	6	-7	-4	-11	-3	-11
ASAP1 GAP inh	-8	15	8	7	1	7	-3	-12
DDE Tn6 FP inh	1	-4	-6	11	-6	2	-2	-2
Tn7 DDE FP	3	-1	-1	2	-3	2	-2	-6
KLK7 zymogen act	0.0	0.6	-0.1	-0.2	-2.9	-0.9	0.0	-0.2
TDP2 absorb	-3	14	-2	-7	5	-9	5	-6
LEDGF integ inh	-1	4	-2	-1	0	-1	-4	-2
ADAM17 inh	2	1	-2	3	-161	4	-2	-2
ADAM10 inh	-4	9	-10	4	-20	4	-17	-2
PLCg1 inh	-11	-1	-1	-3	-29	-8	1	-1
